Tb PYK inh – qHTS of Trypanosoma Brucei Inhibitors. TbPYK enzyme, Kinase-Glo Plus ATP luminescence, 45 min. actives 0.12% (n = 410,000). pyruvate kinase (Trypanosoma brucei), Q57TT1. Potency, µM (series often up to 76.8 µM), inactives show top-dose activity, negative = inhibition, actives largely listed as inhibitors; active = well fitted inhibition curve with a large enough effect; also: nearly all actives have a fitted effect of over 50% in size
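Readout: single end-point luminescence (Kinase-Glo Plus, 10 min). Reaction conditions were TbPYK/substrate plus 130 uM ADP, 45 min at RT, pH 7.2 TEA buffer. No-enzyme wells served as controls, and data were normalized before concentration-response fitting.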
* = called active by the depositor; [ ] = dose if it differs, or a comment. % is scaled to controls: 0 for no effect and ±100 for the full control effect; potency is read from the fitted curve at half-maximal effect. The list is partial. The share of hits here may be higher or lower than overall.

Structure	Tb PYK inh
O=C(NCc1ccccc1Cl)C(=O)NCC(c1cccs1)S(=O)(=O)c1cccs1 (stereo not given)	3.5%
CCOC(=O)c1ccccc1NC(=O)Cn1ccn2nc(-c3ccc(OCC)cc3)cc2c1=O	-6.9%
CCc1ccc(NC(=O)c2ccc(F)c(S(=O)(=O)N3CCC(C)CC3)c2)cc1	2.3%
CCc1ccccc1NC(=O)CSc1ncc(S(=O)(=O)c2ccc(C(C)C)cc2)c(N)n1	1.1%
COc1ccc(-n2c(=O)c(-c3cc(F)cc(F)c3)nc3cnc(N4CCNCC4)nc32)cc1	1.7%
CCOC(=O)c1c(C)[nH]c(C)c1S(=O)(=O)N1CCC(C(=O)NCc2ccccc2Cl)CC1	-12.2%
Cc1ccc(C)c(N2CCN(c3c(CN4CCCC4)c(=O)oc4ccccc34)CC2)c1	-7.6%
COc1ccc(N2C(=O)C(CC(=O)Nc3ccc(F)cc3)N(CCC3=CCCCC3)C2=O)cc1 (stereo not given)	0.4%
COc1ccccc1-c1noc(CCCC(=O)Nc2cccc(C(F)(F)F)c2)n1	1.3%
CCOC(=O)c1ccc(NC(=O)c2sc3nc4c(cc3c2N)N2CCC4CC2)cc1	-2.7%
CN1C(=O)c2ccccc2Sc2ccc(NC(=O)c3ccc(C(F)(F)F)cc3)cc21	0.5%
CCC(Nc1ccc(-c2nc(-c3cccnc3)no2)cc1[N+](=O)[O-])c1ccccc1 (stereo not given)	1.9%
CCOc1ccc(Oc2nc(NCC(C)C)nc(N3CCOCC3)n2)nn1	3.0%
COc1ccc(NC(=O)c2c(NC(=O)c3cccc(C)c3)sc3c2CCC3)cc1	2.6%
CC(C)CCNC(=O)c1cc(-c2ccc(Br)s2)nc2ccccc12	5.2%
CCCOc1ccc(-c2nn(-c3ccccc3)cc2C2NC(=O)NC(C)=C2C(=O)OC(C)C)cc1 (stereo not given)	-3.8%
COc1ccc(CNC(=O)c2cc3cc4cc(OC)ccc4nc3o2)cc1	4.7%
CC[C@@H](C)[C@@H](C(=O)Nc1ccc(C)cc1)N1Cc2ccccc2C1=O	-2.8%
COc1ccc(CCNC(=O)c2cc3n(n2)CCCN(Cc2ccc(C)cc2)C3=O)cc1OC	-16.9%
Cc1cccc(Cn2nnc3c(=O)[nH]c(C4CCN(C(=O)c5ccc(F)cc5)CC4)nc32)c1	-6.6%
CCc1ccc(NC(=O)c2ccc3[nH]c(C)c(C)c3c2)cc1	4.7%[15.4 µM]
CC(=O)c1cc(-c2ccc(F)cc2)n(CC(=O)NCc2ccc(C)cc2)c1C	1.9%[15.4 µM]
COc1ccc(NC(=O)Cn2c(=O)n(Cc3ccco3)c(=O)c3sc4ccccc4c32)c(OC)c1	0.1%
CCOC(=O)c1ccc(NC(=O)CCn2c(=O)c3cccn3c3ccccc32)cc1	0.5%
O=C(CCn1cnc2onc(-c3ccc(F)cc3)c2c1=O)N1CCN(c2cccc(Cl)c2)CC1	-6.0%
CCc1nn(CCCC(=O)NCc2ccc(OC)c(OC)c2)c(=O)c2cc3occc3n12	0.7%
CCc1ccccc1N(CC)C(=O)c1c(C)oc2ncnc(N3CCOCC3)c12	-0.9%
Cc1ccc(OCCSc2nc3ccccc3n2CCC(=O)O)cc1C	-4.0%
CCC(C)NC(=O)CN1C(=O)c2cccnc2Sc2ccccc21 (stereo not given)	-8.2%
COc1ccccc1N1CCN(C(=O)Cn2ncc3c2-c2cc(C)ccc2OC3)CC1	-0.6%
Cc1ccc2nc(-c3cccc(NC(=O)c4ccc(Br)o4)c3)oc2c1	-2.5%
CCN1CCN(Cc2c(O)ccc3c(C)c(-c4ccc(OC)cc4)c(=O)oc23)CC1	-0.3%
COc1c(Cl)cc(Cl)cc1CNCCSc1nnnn1C	14.2%
Cc1ccsc1CN(C(=O)COc1ccc(Br)cc1)C1CCS(=O)(=O)C1 (stereo not given)	-6.3%
CCN(CC)CCNC(=O)Nc1ccc2c(c1)N(Cc1ccccc1)C(=O)c1ccccc1S2	-7.8%
COC(=O)N1CCC2(CC1)CN(c1ccncc1)C2	1.5%
Cc1ccc(CNC(=O)CCCn2nc(C)n3c(cc4sccc43)c2=O)cc1	0.0%
COc1ccc(S(=O)(=O)N(Cc2nc(-c3ccc(C)cc3)no2)C2CCCCC2)cc1	-3.7%
CCOc1ccc(N(CC)S(=O)(=O)N2CCCC(C(=O)Nc3ccc(C(C)=O)cc3)C2)cc1 (stereo not given)	-1.4%
Cn1c(=O)cc(SCC(=O)NCCc2ccc(Cl)cc2)c2cc(Cl)ccc21	-1.4%
CCOc1ccc(NC(=O)Cn2c(C)cc3ccccc3c2=O)cc1	-4.0%
COCCNc1ccc(-c2nc(-c3ccco3)no2)cc1[N+](=O)[O-]	-11.9%
COc1ccc(C(=O)N2CCC3(CC2)CN(c2ccncc2)C3)cc1	5.9%
Cc1oc(-c2ccc(C(=O)NCCC(C)C)cc2)nc1CS(=O)(=O)c1ccccc1	-19.3%
Cc1cc(C)c(S(=O)(=O)NCCc2cc3c(C)ccc(C)c3[nH]c2=O)c(C)c1	2.5%

(further entries)
compound,Tb PYK inh
O=C(NCC(c1ccc(Cl)cc1)N1CCOCC1)c1ccccc1F (stereo not given),10.5%
COc1ccc(NC(=O)C2=C(C)C(=O)OC23CCN(C(C)C)CC3)cc1Cl,-1.3%
O=C(Cn1ncc2c3ccccc3n(Cc3ccc(Cl)cc3)c2c1=O)NCc1ccccn1,-6.5%
CC(=O)N1CCCc2cc(S(=O)(=O)N(C)CC(=O)Nc3ccc(F)c(Cl)c3)ccc21,-2.3%
Cc1ccc(S(=O)(=O)N2CCCc3cc(NS(=O)(=O)c4cccc(Cl)c4)ccc32)cc1,-1.2%
Cc1ccc(-c2nc3c4ccccc4[nH]c(=O)n3n2)cc1,-10.0%
CC(Oc1ccccc1)C(=O)N1CCN(Cc2cc(=O)n3nc(-c4ccccc4Cl)sc3n2)CC1 (stereo not given),-1.1%
COc1ccc(Cl)cc1NC(=O)CSc1nc2ccccc2nc1N1CCCCC1,1.7%
Cc1ccc(S(=O)(=O)N(CC(=O)Nc2ccc(C(C)C)cc2)Cc2ccccc2)cc1,-4.7%
O=C(Nc1ccccc1OCc1cc(=O)n2ccccc2n1)c1cccc(Br)c1,1.0%
O=C(c1cc(C(F)(F)F)cc(C(F)(F)F)c1)N1CCC[C@@]2(CCN(c3ccccn3)C2)C1,4.4%
COc1cccc(N2CCN(c3ncnc4onc(-c5ccc(Cl)cc5)c34)CC2)c1,5.4%
Cc1cc2c(n1-c1ccc(C(=O)NCCc3ccc(Cl)cc3)cc1)CCC(C)C2 (stereo not given),1.2%
COc1ccc(-n2c(=O)c3c(c4cc(OC)ccc4n3C)n(CC(=O)N3CCCC3)c2=O)cc1,4.6%
Cc1nnc(N2CCCC(C(=O)Nc3cccc(C(F)(F)F)c3)C2)c2nn(-c3ccccc3)c(C)c12 (stereo not given),1.6%

Reprinted from the part before: 3 entries, followed by the next part.
compound,Tb PYK inh
Cc1cc2c(n1-c1ccc(C(=O)NCCc3ccc(Cl)cc3)cc1)CCC(C)C2 (stereo not given),1.2%
COc1ccc(-n2c(=O)c3c(c4cc(OC)ccc4n3C)n(CC(=O)N3CCCC3)c2=O)cc1,4.6%
Cc1nnc(N2CCCC(C(=O)Nc3cccc(C(F)(F)F)c3)C2)c2nn(-c3ccccc3)c(C)c12 (stereo not given),1.6%
CCCCc1nc2ccccc2c(=O)n1-c1cccc(OC)c1,1.6%
CCS(=O)(=O)N1CCc2cc(C(=O)NC(C)c3ccccc3)ccc21 (stereo not given),-3.3%
COc1ccc(-c2nc3scc(CCNS(=O)(=O)c4ccc5c(c4)OCCO5)n3n2)cc1OC,0.3%
COc1ccc(-c2nc3sc(CCNC(=O)C(=O)Nc4ccc(OC)c(OC)c4)c(C)n3n2)cc1,-5.7%
Cc1cc(NC(=O)c2ccc3c(c2)N(Cc2cccc(Cl)c2)C(=O)c2ccccc2S3=O)ccc1Br (stereo not given),2.3%
COc1ccc(-c2nc(SCCOc3cc(C)ccc3C(C)C)n3[nH]c(=O)cc3n2)cc1,3.1%
CCCCSCCCNC(=O)c1cn(C)c2ccc(S(=O)(=O)N3CCCCCC3)cc2c1=O,1.0%
COCCCNS(=O)(=O)c1cc(-c2onc(C)c2C)ccc1OC,5.0%
CCc1c(C)c2cc3c(c(C)c2oc1=O)OCN(CCc1ccc(OC)c(OC)c1)C3,-4.0%
CCOc1ccccc1NC(=O)C1CCN(S(=O)(=O)c2ccc3[nH]c(=O)oc3c2)CC1,-7.2%
Cc1cccc(C(=O)Nc2sc3c(c2C(=O)NC(C)C)CCCC3)c1,-1.1%
Cc1ccc(Nc2cc(C)nc(-n3nc(C)cc3C)n2)cc1,5.9%
Cc1cnc(=O)[nH]c1SCC(=O)Nc1cc(C(F)(F)F)ccc1Cl,-3.9%
CCc1nn2c(-c3ccccc3OC)ccnc2c1-c1ccccc1,0.5%
CCC(C)NC(=O)c1cnn(-c2cccc(F)c2)c1-n1cccc1 (stereo not given),-9.9%[15.4 µM]
CN(C(=O)CSc1nc2ccc(NC(=O)COc3ccc(Cl)cc3)cc2s1)c1ccccc1,-9.0%
COc1ccc(Br)cc1CNC(=O)c1ccc2c(c1)N(Cc1ccc(C)cc1)CCS2,-9.3%
COc1ccc(N2CCN(C(=O)CCc3c(C)nc4cc(-c5ccc(OC)cc5OC)nn4c3C)CC2)cc1,0.6%
CCOc1ccc(CCNC(=O)c2nc(-c3cccc(F)c3)n3c2CCCCC3)cc1OCC,3.5%
CCCNC(=O)c1cnn2c(C(F)F)cc(-c3ccccc3)nc12,2.2%
CCOc1cc(C2CC(=O)Nc3c2c(=O)nc(SCc2cccc(Cl)c2)n3C)ccc1O (stereo not given),-10.3%
CCOC(=O)c1cccc(NC(=O)N2CC(CC)Oc3ccccc32)c1 (stereo not given),0.8%
CCc1cccc(-n2nnc(-c3nc(-c4ccccc4Cl)no3)c2N)c1,-4.3%
Cc1ccc(CNC(=O)CCCCCn2c(=O)[nH]c3ccccc3c2=O)cc1,4.3%
Cc1ccccc1OCCn1cc(C(=O)c2ccco2)c2ccccc21,-0.3%
CCOC(=O)c1ccc(CN(Cc2ccccc2C)S(=O)(=O)c2ccc(C(C)(C)C)cc2)cc1,3.0%
COc1ccc(Nc2nc3c(S(=O)(=O)c4ccc(Br)cc4)nnn3c3ccsc23)c(OC)c1,-0.9%
CCc1ccc(S(=O)(=O)Nc2ccc3oc(C)c(C(=O)OCCOC)c3c2)cc1,0.0%
Cc1ccc(CNC(=O)c2ccc3c(c2)c(C)c(C)n3Cc2ccccc2)o1,-4.9%[15.4 µM]
CC(=O)c1cccc(NS(=O)(=O)c2ccc3[nH]c4c(c3c2)CCCCCC4)c1,-3.7%

Shown with each value named: entries from further up
SMILES: Cc1ccccc1OCCn1cc(C(=O)c2ccco2)c2ccccc21
  Tb PYK inh: -0.3%

SMILES: CCOC(=O)c1ccc(CN(Cc2ccccc2C)S(=O)(=O)c2ccc(C(C)(C)C)cc2)cc1
  Tb PYK inh: 3.0%

SMILES: COc1ccc(Nc2nc3c(S(=O)(=O)c4ccc(Br)cc4)nnn3c3ccsc23)c(OC)c1
  Tb PYK inh: -0.9%

SMILES: CCc1ccc(S(=O)(=O)Nc2ccc3oc(C)c(C(=O)OCCOC)c3c2)cc1
  Tb PYK inh: 0.0%

Next records.
compound,Tb PYK inh
CC(NCc1ccc2c(c1)n(C)c(=O)n2C)c1ccccc1 (stereo not given),-1.0%
CCN1C(=O)c2ccccc2Sc2ccc(NC(=O)Cc3ccc(OC)cc3)cc21,-8.4%
Cc1ccc(NC(=O)CSc2nc3ccccc3nc2Cc2ccccc2)c(C)c1,-1.6%
Cc1ccc(NC(=O)Nc2cn(C)c(=O)c3ccccc23)c(Cl)c1,-2.2%
Cc1ccc(C)c(Nc2cc(C(=O)NC3CCCCC3)c3ccccc3n2)c1,-2.3%
CCn1ccc2cc(S(=O)(=O)N3CCCN(C(=O)Nc4cccc(SC)c4)CC3)ccc21,-0.9%
Cc1ccc(C(=O)Nc2cc3c(cc2N2CCCC2)n(C)c(=O)c(=O)n3C)cc1,-14.5%
COc1cc(NS(=O)(=O)c2cnc(N)nc2)cc(OC)c1,-4.3%
CCOc1ccccc1CN(CCc1ccc2c(c1)OCO2)Cc1ccc(CC)cc1,-2.4%
Cc1ccccc1C(=O)Nc1cccc(C(=O)OCc2cc(=O)n3nc(C4CC4)sc3n2)c1,0.8%
COc1ccc(Cn2c(C(=O)O)c(CNC3CCCC3)c3ccc(C)cc32)cc1,3.2%
O=C(Cc1ccc(Cl)cc1)NCC(c1cccs1)S(=O)(=O)c1ccccc1 (stereo not given),-4.0%
COc1ccc(NC(=O)CSC2=Nc3ccccc3C3=NC(Cc4ccccc4)C(=O)N23)cc1 (stereo not given),-11.2%
COc1ccc(C(=O)NCC(c2cccnc2)N2CCN(c3ccccc3F)CC2)cc1OC (stereo not given),-0.5%
Cn1c(=O)oc2cc(S(=O)(=O)NC(Cc3ccccc3)C(=O)Nc3ccc(F)cc3)ccc21 (stereo not given),0.8%
CC(C)CN1CCCC2(CCN(C(=O)c3cc(C(F)(F)F)cc(C(F)(F)F)c3)CC2)C1,3.9%
COc1cc(NC(=O)C2CCN(c3cnc4ccccc4n3)CC2)cc(OC)c1OC,7.6%
CCOc1ccc(NC(=O)Cn2c(=O)oc3cc(S(=O)(=O)N4CCCCCC4)ccc32)cc1,5.1%[15.4 µM]
O=C(CCC(=O)c1ccccc1)Nc1ccc(F)c(Cl)c1,0.0%

Source: PubChem
